RGS12 GoLoco inh: qHTS Assay for Inhibitors of RGS12 GoLoco Motif Activity (Red Fluorophore) | Guanine nucleotide-binding protein G(i) subunit alpha-1 (Homo sapiens), P63096 | Gai1:RGS12 GoLoco peptide FP, rhodamine, 10 min | Potency, µM (top dose mostly 61.6 µM), for the others: at the highest dose activity, negative = inhibition, actives largely listed as inhibitors | 230,000 tested, 0.44% active | AID 880, 2007; active = well fitted inhibition curve with a large enough effect, not every such curve was filed as active; inactive = no such curve, though single readings can be large or run the other way; note: % is set by controls: 0 for no effect and ±100 for the full control effect; nearly all actives have a fitted effect of over 30% in size; many of its hits are not listed in these tables
Target sequence (P63096 whole entry, looked up): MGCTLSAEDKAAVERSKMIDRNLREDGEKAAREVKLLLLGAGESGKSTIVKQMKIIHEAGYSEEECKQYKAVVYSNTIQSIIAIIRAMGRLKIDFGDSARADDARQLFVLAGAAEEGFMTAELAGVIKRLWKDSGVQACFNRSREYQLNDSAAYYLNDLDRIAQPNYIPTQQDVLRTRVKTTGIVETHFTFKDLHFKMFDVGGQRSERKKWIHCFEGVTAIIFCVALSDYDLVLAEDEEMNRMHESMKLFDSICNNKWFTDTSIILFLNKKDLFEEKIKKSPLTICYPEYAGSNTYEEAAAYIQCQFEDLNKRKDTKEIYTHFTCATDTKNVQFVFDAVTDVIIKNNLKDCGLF
IMPase Li inh: qHTS Assay for Identifying the Cell-Membrane Permeable IMPase Inhibitors: Potentiation with Lithium; CHO-M1 cells, IP1 TR-FRET (IP-One), carbachol + lithium; 210,000 tested, 0.35% active; AID 1457, 2008; Potency, µM (highest dose often 59.4 µM), for inactives: top-dose activity, negative = IMPase inhibition, hits mostly inhibitors;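 note: IP1 builds up when IMPase is blocked and the TR-FRET signal falls; plate controls were basal vehicle for no effect and high inhibitor control for full effect; nearly all actives have a fitted effect of over 50% in size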
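CHO-M1, 2000 cells/well, 16–30 h culture; cpd + low Li+, 30 min 37C; lysis with d2-IP1/Eu-anti-IP1 Ab, 10 min RT; TR-FRET 665/620 ratio and 620 channel; AC50 via Hill.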
HTT cytoprotect: qHTS Multiplex Assay to Identify Dual Action Probes in a Cell Model of Huntington: Cytoprotection (ATP); Potency, µM (top dose mostly 56.4 µM), for the others: cytoprotection (ATP increase), most hits filed as activators; AID 1471, 2008; PC12 HTT-Q103 induced, cytoprotection, ATP luminescence, 40 h; 230,000 tested, 0.14% active;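 note: % of control where 0% means no effect; nearly all actives have a fitted effect of over 45% in size; toxic huntingtin expression switched on by the ecdysone agonist tebufenozide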
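Compounds were screened for protection of PC12 cells against cell death after tebufenozide induction (100 nM final) of mutant Huntingtin exon 1 (Q103) fused to GFP.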
GAA glycogen mod: qHTS Assay for Inhibitors and Activators of Human alpha-Glucosidase Cleavage of Glycogen; recombinant GAA, glycogen substrate, Amplex Red glucose oxidase fluorescence; Potency, µM (titrated, usually from 76.4 µM), inactives show at the top dose activity change, negative = inhibition, usual class: inhibitors; 300,000 tested, 0.38% active; AID 2100, 2009;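 note: 0% = full enzyme reaction and -100% = no-enzyme basal signal; the screen sought inhibitors and activators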
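Recombinant human enzyme (4 nM); glycogen substrate; 37 C, 40 min, pH 5.0. Readout: coupled glucose oxidase/Amplex Red fluorescence.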
HTT aggregate: qHTS Multiplex Assay to Identify Dual Action Probes in a Cell Model of Huntington: Aggregate Formation (GFP); PC12 HttQ103-GFP aggregates, Acumen cytometry, 40 h; AID 1688, 2009; 220,000 tested, 1.1% active; Potency, µM (doses to about 46.1 µM), for the others: at the top dose activity change, negative = inhibition, hits mostly inhibitors; note: % is set by controls: 0 for no effect and ±100 for the full control effect; nearly all actives have a fitted effect of over 60% in size
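PC12 cells with ecdysone-inducible HTT exon1 Q103-GFP, induced by 100 nM tebufenozide, given compounds in a concentration series. GFP aggregates (1–25 um, 6 SD above background) counted in lysates by laser-scanning cytometry, 488 nm excitation.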
GAA inhib: qHTS Assay for Inhibitors of Human alpha-Glucosidase as a Potential Chaperone Treatment of Pompe Disease; Lysosomal alpha-glucosidase (Homo sapiens), P10253; purified human GAA, 4-MU-alpha-glucoside fluorescence; Potency, µM (doses to about 76.9 µM), for inactives: at the top dose activity change, negative = inhibition, actives largely listed as inhibitors; 200,000 tested, 0.005% active; AID 1466, 2008;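 note: plate controls were uninhibited enzyme wells for no effect and no-enzyme background for full effect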
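Enzyme (4 nM final) mixed with compound (up to 77 uM), then 4-MU-alpha-D-pyranoside (400 uM final) added; 20 min at room temperature, pH 5.0. Reaction stopped at pH 10, fluorescence read, AC50 derived by Hill fit.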
aGlu spleen mod: qHTS Assay for Inhibitors and Activators of Human alpha-Glucosidase From Spleen Homogenate | human spleen homogenate, 4-MU-alpha-glucoside fluorescence | Lysosomal alpha-glucosidase (Homo sapiens), P10253 | AID 2112, 2009 | Potency, µM (highest dose often 79.9 µM), without a hit: at the highest dose activity change, negative = inhibition, usual class: inhibitors | 240,000 tested, 0.006% active;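 note: 0% = enzyme with vehicle and -100% = no enzyme basal signal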
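AC50 values come from Hill-equation fits of concentration-response data, normalized to no-enzyme and full-activity controls. Enzyme source: 1 ug human spleen homogenate; 1 mM fluorogenic 4-MU glucoside, pH 5.0 citrate buffer, 37 C, 40 min.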
An asterisk follows results filed as active; ? = inconclusive; / = no result given; & = joins results of further samples; [ ] = dose if it differs, or a comment. Unless noted, calls come from the whole dose curve; as a rule, active = well fitted curve in the direction sought with a large enough effect; inconclusive = small, poorly fitted or top-dose-only effect, or another doubt; inactive = no such curve, though single readings can be large; an effect the other way counts as inactive or inconclusive. Potency is the fitted concentration of half-maximal effect. The list is partial; rates above refer to the full screens.

SMILES	RGS12 GoLoco inh	IMPase Li inh	HTT cytoprotect	GAA glycogen mod	HTT aggregate	GAA inhib	aGlu spleen mod
O=C(O)c1cccc(S(=O)(=O)Nc2ccccc2Cl)c1	11%	15%[38.3 µM]	-5%	-2%	-12%	0%	-8%
CN(CC(=O)NC1CCCCC1)S(=O)(=O)c1cccc2cccnc12	15%	-8%[38.3 µM]	-11%	8%	5%	-6%	-1%
O=[N+]([O-])c1ccccc1SN(Cc1ccccc1)c1ccccn1	11%	12%	23%[10 µM]	-12%	?	2%	0%
COC(=O)CCC(=O)N1CCc2cc(S(=O)(=O)N3CCN(c4ccccc4Cl)CC3)ccc21	0%	11%[38.3 µM]	-14%	-5%	22%	-8%	3%
COc1ccccc1NC(=O)C1=C(C)Nc2ncnn2C1c1ccccc1C (centres undefined)	9%	-9%[38.3 µM]	10%	-2%	7%	-2%	2%
CCOC(=O)C(NCc1ccc2c(c1)OCO2)(NC(=O)CC)C(F)(F)F (centres undefined)	5%	-16%[38.3 µM]	-1%[0.074 µM]	-2%	-3%	2%	2%
Cc1ccc(SCCN2CCN(C)CCC2=O)cc1	4%	/	3%[10 µM]	3%	-18%[9.22 µM]	/	-8%&0%
CCC(=O)Nc1cc(-c2nn(C)c(=O)c3ccccc23)ccc1N1CCCCC1	12%	-1%[38.3 µM]	-14%	-2%	6%	1%	-9%
N#CC(c1ccc(Cl)cc1)(c1ncc(C(F)(F)F)cc1Cl)N1CCOCC1 (centres undefined)	2%	20%[38.3 µM]	-1%	?	-11%	-6%	-6%
CCC(=O)N1c2ccccc2NC2=C(C(=O)CC(C)(C)C2)C1c1cccnc1 (centres undefined)	-4%	-3%	-4%[10 µM]	16%	-9%[9.22 µM]	-18%	2%
S=C(Nc1ccc(Cl)cc1Cl)Nn1cnnc1	-4%	7%	14%[10 µM]	1%	6%	2%	-1%
Cc1ccc(CN(c2ccc(C(=O)NCC3CCCO3)cc2)S(C)(=O)=O)cc1 (centres undefined)	9%	-2%	0%	3%	-15%	10%	-1%
Cc1cc(NS(=O)(=O)c2ccc(NC(=O)CSc3nnc(-c4ccco4)n3Cc3ccco3)cc2)nc(C)n1	0%	-2%	2%[10 µM]	-1%	-14%	-1%	-9%
CSc1ccc(/C=N/NC(=O)CN2CCN(Cc3ccccc3)CC2)cc1	/	/	4%[10 µM]	11%	-3%	4%	-5%
Cc1nn(C)c(C(=O)N/N=C/c2cccc3ccccc23)c1Cl	6%	13%	?	4%	21%	-7%	-3%
CS(=O)(=O)c1ccc(C(=O)N2CCN(Cc3ccccc3)CC2)cc1	-8%	-2%	-8%[10 µM]	7%	9%	-11%	0%
Cc1cc(-c2nnc3sc(-c4ccc(Cl)cc4Cl)nn23)n[nH]1	9%	10µM*	-28%[0.074 µM]	2%	23%	-10%	-6%
COC(=O)Cn1c2ccc(OC)cc2c2nc3ccccc3nc21	6%	15%[38.3 µM]	-5%	11%	22%	-1%	4%
Cc1cc(C)cc(OCC(=O)N(Cc2ccc(N(C)C)cc2)C2CCS(=O)(=O)C2)c1 (centres undefined)	-7%	/	2%[10 µM]	-23%	-6%[9.22 µM]	/	-9%
Cc1ccc(Cl)c(NC(=O)CCl)c1Cl	5%	-4%	26%[10 µM]	5%	-5%	-13%	1%
COc1ccc(-c2noc(CN3CCCC(OCc4ccccn4)C3)n2)cc1 (centres undefined)	-2%	/	-1%[10 µM]	-2%	1%[9.22 µM]	/	-4%
Cc1ccc(C2C(C(=O)c3cccs3)=C(O)C(=O)N2c2ccc(S(N)(=O)=O)cc2)cc1 (centres undefined)	10%	/	0%[10 µM]	3%	10%[9.22 µM]	/	2%
C/C(=N/N1CCN(Cc2cccc3ccccc23)CC1)c1ccco1	-2%	/	41%[10 µM]	?	15%[9.22 µM]	/	-22%
C=CCNCCCCOc1c(Cl)cc(C)cc1Br	0%	-5%[38.3 µM]	-2%	-2%	0%	7%	-7%

Two of these compounds in another layout:
smiles | RGS12 GoLoco inh | IMPase Li inh | HTT cytoprotect | GAA glycogen mod | HTT aggregate | GAA inhib | aGlu spleen mod
Cc1cc(NS(=O)(=O)c2ccc(NC(=O)CSc3nnc(-c4ccco4)n3Cc3ccco3)cc2)nc(C)n1 | 0% | -2% | 2%[10 µM] | -1% | -14% | -1% | -9%
C/C(=N/N1CCN(Cc2cccc3ccccc23)CC1)c1ccco1 | -2% | / | 41%[10 µM] | ? | 15%[9.22 µM] | / | -22%

Going on with the list.
SMILES	RGS12 GoLoco inh	IMPase Li inh	HTT cytoprotect	GAA glycogen mod	HTT aggregate	GAA inhib	aGlu spleen mod
c1ccc(Cn2nnc3c(NCc4ccc5c(c4)OCO5)nc(C4CC4)nc32)cc1	-7%	15%[38.3 µM]	-13%	-5%	-6%	-13%	-7%
COc1ccc(CC(=O)Nc2ccccc2C(=O)N2CCOCC2)cc1OC	9%	0%	/	-11%	-20%	-5%	-1%
Cc1cc(/C=N/NC(N)=O)c(C)n1-c1ccc(F)cc1	0%	7%	-39%[inhibitor]	15%	-9%	-1%	-5%
c1ccc(-c2nc(CSc3nnnn3-c3ccccc3)cs2)cc1	7%	1%[38.3 µM]	-8%[10 µM]	-1%	13%[9.22 µM]	-5%	-4%
O=C(c1cccs1)C1C(c2ccc(Br)cc2)NC(=S)NC1(O)C(F)(F)F (centres undefined)	0%	18%	/	5%	-21%	4%	-8%
O=C(CSc1nnc(NCc2ccccc2)s1)NC1CCS(=O)(=O)C1 (centres undefined)	-10%	/	-2%[10 µM]	-2%	-7%[9.22 µM]	/	-2%
O=C(NCCC(c1ccccc1)c1ccco1)c1cccs1 (centres undefined)	-21%	11%	-9%	0%	-3%	4%	0%
COc1ccc(-n2c(Cc3cccn3C)nnc2SCC(=O)Nc2ccc3c(c2)OCO3)cc1	5%	2%	-4%	-1%	10%	3%	-6%
COc1ccc(-c2nnn(CC(=O)N(CC(=O)NC3CCCC3)Cc3ccco3)n2)cc1OC	11%	14%	-14%[10 µM]	-8%	-3%[9.22 µM]	?	2%
CN(C)c1ccc(C2C3=C(CCCC3=O)OC3=C2C(=O)CCC3)cc1	-23%	0%	25%[10 µM]	-17%	-3%	1%	-8%
CC1C/C(=N/NC(=O)c2cccc(F)c2)c2ccc(O)cc2C1 (centres undefined)	-2%	-2%	7%[10 µM]	0%	15%	-1%	-1%
Cc1ccccc1Nc1nc(N)nc(CSc2nnc3sc4ccccc4n23)n1	5%	-3%[38.3 µM]	-14%	-1%	31%	-20%	-9%
CCOc1ccc(NC(=O)COc2ccc(C(=O)NC3CCCc4ccccc43)cc2OC)cc1 (centres undefined)	-7%	2%	29%[10 µM]	14%	-3%	5%	-1%
O=C(O)/C=C/c1cccnc1	-4%	/	7%[10 µM]	-4%	12%[9.22 µM]	/	-3%
CCCCCC(=O)N1CCN(c2ccc(C(C)=O)cc2F)CC1	-10%	11%	-4%	-2%	-3%	1%	2%
O=C(Nc1ccccc1)C1CCCCC1	-11%	2%	-20%[10 µM]	-1%	-16%	3%	-6%
Cc1ccc(S(=O)(=O)N2CCSC2C(=O)O)cc1 (centres undefined)	-7%	10%	5%[10 µM]	0%	-1%	0%	-2%
COc1cc(C(C)=O)ccc1OC(=O)c1cc2cccc(OC)c2oc1=O	-2%	5%	-29%	-9%	-6%	2%	-16%
CCOP(=O)(OCC)C(NC(=O)c1cccs1)C(F)(F)F (centres undefined)	3%	-6%	-12%[10 µM]	5%	?	?	0%
Cc1ccc(NC(=O)CN(C)Cc2ccc(F)cc2)c([N+](=O)[O-])c1	5%	1%	25%[10 µM]	-10%	1%	-14%	2%
COc1cccc2oc(-c3ccccc3)cc(=O)c12	7%	17%	-45%[inhibitor][1.9 µM]	/	/	/	1%&-2%
Cc1ccc(NC(=S)N(CCCN2CCOCC2)Cc2cccs2)c(C)c1	12%	6%	20%[10 µM]	-7%	-2%	3%	2%
O=C(CCN1C(=O)C2CCCCC2C1=O)NNC(=O)c1cccc(Cl)c1 (centres undefined)	16%	-9%	-4%[0.074 µM]	0%	-4%	2%	0%
CCOC(=O)c1cnc2ccc(Cl)cc2c1Nc1ccc(S(=O)(=O)Nc2ncccn2)cc1	3%	11%	?	6%	?	4%	-5%
C=CCN(c1ccccc1)S(=O)(=O)c1cccc(C(=O)OCC(=O)NCCOC)c1	1%	/	6%[10 µM]	-4%	-11%[9.22 µM]	/	3%
CC(C)OC(=O)CSc1nc2cccnc2n1C1CCCCC1	1%	36%[activator][38.3 µM]	1%	5%	-14%	?	-5%
Cc1ccnc(NC(=O)CCC(=O)N(CC(=O)NC(C)(C)C)c2ccc(F)c(Cl)c2)c1	7%	7%	-4%[10 µM]	-12%	8%[9.22 µM]	7%	-6%
Cc1ccc2c(c1)C1(C)C(C(C)(C)N2C=O)C1(Cl)Cl (centres undefined)	6%	/	6%[10 µM]	7%	12%[9.22 µM]	/	-6%
C/C(=N/NC(=O)c1ccc(O)cc1)c1cccc([N+](=O)[O-])c1	10%	-5%	/	-5%	5%	?	-3%
CCn1c(=O)cc(OCC(=O)N(C)C2CCCCC2)c2ccccc21	1%	14%[38.3 µM]	30%[10 µM]	-9%	30%	9%	-7%
C/C(Cl)=C/Cn1c(NCCCn2ccnc2)nc2c1c(=O)[nH]c(=O)n2C	8%	-5%[38.3 µM]	-5%[10 µM]	2%	14%	1%	-21%

Arranged by number of heavy atoms (descending): three of the compounds above.
SMILES	RGS12 GoLoco inh	IMPase Li inh	HTT cytoprotect	GAA glycogen mod	HTT aggregate	GAA inhib	aGlu spleen mod
C/C(Cl)=C/Cn1c(NCCCn2ccnc2)nc2c1c(=O)[nH]c(=O)n2C	8%	-5%[38.3 µM]	-5%[10 µM]	2%	14%	1%	-21%
CCn1c(=O)cc(OCC(=O)N(C)C2CCCCC2)c2ccccc21	1%	14%[38.3 µM]	30%[10 µM]	-9%	30%	9%	-7%
CC(C)OC(=O)CSc1nc2cccnc2n1C1CCCCC1	1%	36%[activator][38.3 µM]	1%	5%	-14%	?	-5%
